Screens (PubChem)
VLA-4 inh: inhibition in a human VLA-4 binding assay. 330,000 compounds, 0.2% hits. VLA-4 expressing cells, ligand binding flow cytometry. inhibition, % (about 7 µM as worked out from the volumes in the protocol). P13612. AID 2557; in the data active = inhibition above about 50%
CIT2-GFP yeast: modulators of TOR pathway CIT2-GFP in S. cerevisiae. 320,000 compounds, 0.065% hits. S. cerevisiae CIT2-GFP strain, flow cytometry, 3 h; 100 means same as DMSO wells. GFP response vs DMSO, % at 10 µM;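 active = GFP response relative to DMSO above a set limit, near the screen mean plus 3 SD, cut at about 150% in these data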;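 note: ratio of well median GFP fluorescence to mean of DMSO wells on the plate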
AGP1 TOR yeast: yeast TOR pathway AGP1-GFP modulation. S. cerevisiae AGP1-GFP multiplex flow cytometry, 3 h; GFP as percent of DMSO wells. GFP response vs DMSO, % at 10 µM. 320,000 compounds, 0.02% hits;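 active = GFP response relative to DMSO above a set limit, near screen average plus 3 SD, cut at about 150% in these data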;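 note: median GFP channel fluorescence of the gated AGP1 strain per well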
GLD-1 RNA inh: GLD-1-TGE RNA interaction inhibition (C. elegans). Q17339. purified GLD-1 + fluorescein TGE RNA, fluorescence polarization. inhibition, % at 5.96 µM. 320,000 compounds, 0.44% hits. AID 2280;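 active = percent inhibition above a per-plate cutoff, the plate mean of test compounds plus 3 SD, cut at about 30% in these data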;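 note: 0% = DMSO wells with GLD-1 and probe and 100% = wells lacking GLD-1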
MEX-5 binding: C. elegans MEX-5 TCR-2 RNA binding activity. Q9XUB2. MEX-5/FITC-TCR2 RNA binding, fluorescence polarization; hits give low values. activity score (negative = inhibition of binding), % at 10 µM. 300,000 compounds, 0.38% hits;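 active = inhibition past about -25% in most replicates, and total fluorescence under double the plate's negative control median, limit read from the data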;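 note: 0% = DMSO and -100% = 5 µM competing unlabeled TCR2 RNA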
MCL1 BIM primary: disrupts human MCL1 binding to BIM-BH3 peptide; GST-MCL1 / FITC-Bim-BH3 fluorescence polarization; Q07820; inhibition, % at 10.9 µM; 320,000 compounds, 0.68% hits;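 active = inhibition above the mean inhibition of all tested compounds plus 3 SD, set per campaign, cut at about 40% in these data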;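 note: 0% = DMSO wells and 100% = unlabeled Bim-BH3 peptide control; higher means more loss of mP so more displacement of Bim peptide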
GRK2 inh: blocks RNA aptamer binding to human GRK2; bead flow cytometry, FAM-aptamer displacement from GRK2; P25098; AID 488847; 330,000 compounds, 0.59% hits; inhibition of aptamer binding, % at 10 µM;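 active = inhibition of aptamer binding above 40%, roughly 3 SD of noise, on plates passing a quality check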;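 note: median bead fluorescence of bound FAM aptamer so fluorescent compounds give negative values; no value below 0 was filed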
Target sequence (P25098 whole entry, looked up): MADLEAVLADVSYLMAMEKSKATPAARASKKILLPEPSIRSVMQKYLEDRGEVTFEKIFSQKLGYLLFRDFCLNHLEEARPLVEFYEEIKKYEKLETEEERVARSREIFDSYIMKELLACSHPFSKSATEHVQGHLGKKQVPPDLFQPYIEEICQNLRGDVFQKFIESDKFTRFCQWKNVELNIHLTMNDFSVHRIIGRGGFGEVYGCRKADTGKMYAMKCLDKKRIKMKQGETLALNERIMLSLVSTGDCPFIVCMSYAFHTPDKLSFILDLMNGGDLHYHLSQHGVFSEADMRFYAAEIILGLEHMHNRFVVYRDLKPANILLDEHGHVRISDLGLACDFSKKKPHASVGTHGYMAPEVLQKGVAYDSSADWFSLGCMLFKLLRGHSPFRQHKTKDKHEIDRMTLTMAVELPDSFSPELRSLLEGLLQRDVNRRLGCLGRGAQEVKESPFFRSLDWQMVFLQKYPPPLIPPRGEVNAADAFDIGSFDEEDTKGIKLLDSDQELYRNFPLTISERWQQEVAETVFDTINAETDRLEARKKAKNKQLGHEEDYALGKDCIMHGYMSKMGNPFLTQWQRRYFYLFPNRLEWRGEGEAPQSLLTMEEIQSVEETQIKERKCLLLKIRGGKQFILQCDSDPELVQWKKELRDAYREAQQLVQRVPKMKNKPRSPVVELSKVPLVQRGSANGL
Fam108B inh: blocks mouse Fam108B hydrolase in RBBP9 counter-screen; recombinant Fam108B, FP-Rh probe fluorescence polarization; inhibition, % at 9.51 µM; 300,000 compounds, 0.33% hits; AID 1947;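 active = inhibition above the screen mean inhibition plus 3 SD, computed separately per campaign, cut at about 18% in these data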;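 note: inhibitors lower polarization as less probe binds the enzyme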
BCLXL inh: inhibitors of human Bcl-xL | Q07817 | GST-Bcl-xL / FITC-Bim BH3 peptide fluorescence polarization | inhibition, % at 10.9 µM | 320,000 compounds, 0.7% hits;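 active = inhibition above the mean of all tested compounds plus 3 SD, cutoff set per campaign, cut at about 30% in these data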;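 note: 0% = DMSO wells and 100% = unlabeled Bim-BH3 peptide competitor; inhibitors lower millipolarization by displacing the labeled peptide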
Target sequence (Q07817 whole entry, looked up): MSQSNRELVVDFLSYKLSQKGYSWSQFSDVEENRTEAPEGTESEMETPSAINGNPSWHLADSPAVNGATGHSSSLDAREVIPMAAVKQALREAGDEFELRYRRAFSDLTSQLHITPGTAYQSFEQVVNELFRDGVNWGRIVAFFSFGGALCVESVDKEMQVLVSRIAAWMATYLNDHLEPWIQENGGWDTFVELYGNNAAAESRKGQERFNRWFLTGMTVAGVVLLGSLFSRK
An asterisk follows results filed as active; . = no result given.

Keys – A = VLA-4 inh; B = CIT2-GFP yeast; C = AGP1 TOR yeast; D = GLD-1 RNA inh; E = MEX-5 binding; F = MCL1 BIM primary; G = GRK2 inh; H = Fam108B inh; I = BCLXL inh
Structure: COc1cc(OC)c(NC(=O)CCNS(=O)(=O)c2ccc3c(c2)CC(C)N3C(C)=O)cc1Cl (centres undefined)
  A: 11 | B: 112 | C: 100 | D: 1 | E: 1.4 | F: 8 | G: 1 | H: 3 | I: 7

Structure: Cc1cc(/C=C(\C#N)C(=O)NC2CC2)c(C)[nH]1
  A: 5 | B: 94 | C: 93 | D: 9 | E: -2.4 | F: -5 | G: 1 | H: 2 | I: 4

Structure: COc1cccc(N=c2oc3ccccc3cc2-c2nc3ccccc3[nH]2)c1
  A: -3 | B: 75 | C: 89 | D: -11 | E: . | F: 0 | G: 0 | H: -10 | I: 3

Structure: COc1cc(C2CC(=O)c3cnc(NC(C)=O)nc3C2)cc(OC)c1OC (centres undefined)
  A: 2 | B: 109 | C: 112 | D: 12 | E: 0.2 | F: -6 | G: 0 | H: -1 | I: 0

Structure: C/C(=N\OCC(=O)OCC(=O)NC(=O)c1ccc(OC(F)F)cc1)c1ccc2c(c1)OCO2
  A: -16 | B: 102 | C: 106 | D: 1 | E: -0.5 | F: 3 | G: 4 | H: -1 | I: 1

Structure: CC(OC(=O)c1ccc2c(=O)n3c(nc2c1)CCC3)C(=O)NC1CCCCC1C (centres undefined)
  A: 14 | B: . | C: 100 | D: -2 | E: 3.8 | F: -3 | G: 2 | H: -5 | I: -1

Structure: C=CCc1cc(/C=C2/NC(=O)N(CC)C2=O)cc(OCC)c1OCc1ccc(C(=O)O)cc1
  A: . | B: 93 | C: 103 | D: 2 | E: -1.1 | F: 15 | G: 1 | H: 0 | I: 6

Structure: Cc1ccc(NCN2C(=O)C(=O)c3ccccc32)nc1
  A: 11 | B: 94 | C: 96 | D: -4 | E: -1.0 | F: 0 | G: 2 | H: -2 | I: 0

Structure: COc1ccc(-c2nnn(CC(=O)N3CCN(c4ccccc4OC)CC3)n2)cc1OC
  A: -4 | B: 107 | C: 109 | D: 3 | E: 2.2 | F: 2 | G: 0 | H: -5 | I: 3

Structure: CCOc1ccc(CCNC(=O)COC(=O)c2cccc(N(C)C)c2)cc1OCC
  A: 3 | B: 104 | C: 103 | D: -2 | E: -1.6 | F: -1 | G: 2 | H: 1 | I: -1

Structure: COc1cc(C(=O)Nc2sc(C)c(C)c2C(=O)O)cc(OC)c1OC
  A: -11 | B: 100 | C: 95 | D: -6 | E: -0.6 | F: 2 | G: 2 | H: 1 | I: 0

Structure: CN(C)/C=N/c1sc2c(c1C#N)CCC2
  A: 5 | B: 84 | C: 88 | D: 1 | E: 1.3 | F: 0 | G: 4 | H: -1 | I: 5

Structure: Oc1ccccc1C=NCC(O)c1ccccc1 (centres undefined)
  A: 10 | B: 104 | C: 101 | D: -3 | E: -0.5 | F: 5 | G: 3 | H: -4 | I: 3

Structure: CCOc1ccc(C(=O)Nc2ccc(S(=O)(=O)N3CCOCC3)cc2)cc1OCC
  A: -12 | B: 90 | C: 108 | D: 6 | E: -1.6 | F: 4 | G: 0 | H: -1 | I: 4

Structure: CCCCN(CC)CCNC(=O)c1cc2c(=O)n(C)c3ccccc3c2s1
  A: 3 | B: 111 | C: 108 | D: 2 | E: 1.2 | F: -1 | G: 0 | H: 4 | I: 4

Structure: FC(F)(F)c1cc(CCN2CCNC[C@@H]2c2ccccc2)cc(C(F)(F)F)c1
  A: 11 | B: 89 | C: 98 | D: 0 | E: . | F: . | G: 0 | H: . | I: .

Structure: COc1ccc(/C=C2\Oc3cc(OCC(N)=O)ccc3C2=O)cc1OC
  A: -6 | B: 99 | C: 96 | D: -41 | E: 0.9 | F: -6 | G: 1 | H: -6 | I: 0

Structure: Cc1ccc(S(=O)(=O)Oc2ccc(/C=N/NC(=O)c3c(Cl)cnn3C)cc2)cc1
  A: -9 | B: 105 | C: 103 | D: 3 | E: . | F: 9 | G: 0 | H: 1 | I: 5

Structure: CCOC(=O)C1CCN(C(=O)CCCn2c(=O)c3cccn3c3cccnc32)CC1
  A: 13 | B: 103 | C: 99 | D: 1 | E: 0.2 | F: 3 | G: 0 | H: 1 | I: 6

Structure: O=C(CCCCCN1C(=O)[C@@H]2Cc3ccccc3CN2C1=O)N[C@@H](Cc1ccc(O)cc1)C(=O)O
  A: -3 | B: 109 | C: 108 | D: -8 | E: -0.6 | F: 4 | G: 2 | H: 1 | I: 7

Structure: N/C(=N\OC(=O)CCc1ccccc1)c1cccc(Br)c1
  A: 0 | B: 99 | C: 84 | D: -3 | E: -0.6 | F: 3 | G: 0 | H: -1 | I: 7

Structure: CC(NC(=O)C1CCN(S(=O)(=O)c2cccs2)CC1)c1cccc(Cl)c1 (centres undefined)
  A: -6 | B: 107 | C: 101 | D: 1 | E: . | F: -8 | G: 4 | H: . | I: -7

Structure: COc1ccc(NC(=O)CN(C)C(=O)CN2C(=O)NC3(CCCC3)C2=O)cc1
  A: 5 | B: 90 | C: 106 | D: 5 | E: -0.5 | F: -11 | G: 0 | H: 5 | I: -2

Structure: O=C(NNc1ccc(Cl)cc1)c1sccc1Cl
  A: -5 | B: 91 | C: 92 | D: 0 | E: -0.3 | F: -2 | G: 0 | H: -2 | I: 1

Structure: O=c1c2c(n3nnnc3n1Cc1ccccc1)-c1ccccc1CC21CCCC1
  A: -9 | B: 99 | C: 99 | D: 4 | E: -2.4 | F: 0 | G: 7 | H: -6 | I: 0

Continued; the last 3 above are carried over.
Keys – A = VLA-4 inh; B = CIT2-GFP yeast; C = AGP1 TOR yeast; D = GLD-1 RNA inh; E = MEX-5 binding; F = MCL1 BIM primary; G = GRK2 inh; H = Fam108B inh; I = BCLXL inh
Structure: COc1ccc(NC(=O)CN(C)C(=O)CN2C(=O)NC3(CCCC3)C2=O)cc1
  A: 5 | B: 90 | C: 106 | D: 5 | E: -0.5 | F: -11 | G: 0 | H: 5 | I: -2

Structure: O=C(NNc1ccc(Cl)cc1)c1sccc1Cl
  A: -5 | B: 91 | C: 92 | D: 0 | E: -0.3 | F: -2 | G: 0 | H: -2 | I: 1

Structure: O=c1c2c(n3nnnc3n1Cc1ccccc1)-c1ccccc1CC21CCCC1
  A: -9 | B: 99 | C: 99 | D: 4 | E: -2.4 | F: 0 | G: 7 | H: -6 | I: 0

Structure: CC(C)C[C@@H]1NC(=O)N(CCCn2ccnc2)C1=O
  A: 6 | B: 95 | C: 96 | D: 3 | E: -0.1 | F: 0 | G: 0 | H: 1 | I: -5

Structure: CNc1ccc(/C=C(\C#N)C(=O)Nc2ccccn2)cc1[N+](=O)[O-]
  A: -3 | B: 107 | C: 103 | D: 2 | E: -3.6 | F: 9 | G: 0 | H: -5 | I: 11

Structure: COc1cc([C@H]2[C@@H]3CCCC[C@]3(O)CCN2Cc2ccccc2F)ccc1O
  A: 6 | B: 101 | C: 104 | D: 1 | E: 1.8 | F: 4 | G: 9 | H: -1 | I: 3

Structure: COC(=O)[C@H](CC(C)C)NS(=O)(=O)c1ccccc1
  A: 2 | B: 89 | C: 92 | D: 1 | E: -2.1 | F: 1 | G: 0 | H: 2 | I: -1

Structure: OCC[C@H]1C[C@@H](O)[C@H](O)[C@]2(Cc3ccccc3CCO2)O1
  A: -4 | B: 73 | C: 79 | D: 6 | E: . | F: 13 | G: 8 | H: 5 | I: 2

Structure: CCCOc1ncnc2c1[nH]c1ccccc12
  A: 2 | B: 86 | C: 87 | D: 0 | E: -2.5 | F: -1 | G: 0 | H: 0 | I: 8

Structure: O=C1NC(c2ccccc2)=C(c2ccccc2)C1=O
  A: 8 | B: 93 | C: 93 | D: 8 | E: . | F: 0 | G: 1 | H: 1 | I: 4

Structure: CN(C)Cc1c(O)ccc2occ(C(=O)c3ccccc3)c12
  A: 4 | B: 107 | C: 110 | D: 7 | E: 2.8 | F: 9 | G: 6 | H: -3 | I: 11

Structure: CCn1c(=O)c2c(nc3n2CCS3)n(C)c1=O
  A: 13 | B: 105 | C: 102 | D: 1 | E: -3.6 | F: -2 | G: 0 | H: 0 | I: 1

Structure: Cc1ccc(NC(=O)O/N=C/c2ccc(Br)cc2)cc1
  A: 4 | B: 98 | C: 95 | D: 8 | E: 1.9 | F: 0 | G: 0 | H: -2 | I: 2

Structure: COc1ccc(N2CCN(C(=O)CCCSc3nc4ccccc4[nH]3)CC2)cc1
  A: 10 | B: 89 | C: . | D: -5 | E: 0.4 | F: 4 | G: 7 | H: 5 | I: 4

Structure: CC(C)(C)C(=O)Nc1nc2c(s1)COc1ccccc1-2
  A: 0 | B: 97 | C: 91 | D: 6 | E: -0.1 | F: -2 | G: 0 | H: -1 | I: 0

Structure: COC(=O)C(C)Sc1nnc(Cc2cc(=O)[nH]c(=O)[nH]2)n1-c1cccc(OC)c1 (centres undefined)
  A: 35 | B: 100 | C: 105 | D: 18 | E: -3.6 | F: 19 | G: 0 | H: -1 | I: 12

Structure: CCC(Sc1nc2ccc(N)cc2s1)C(=O)Nc1nccs1 (centres undefined)
  A: -8 | B: 103 | C: 100 | D: -3 | E: 1.9 | F: 6 | G: 0 | H: 8 | I: 12

Structure: CC(C)CCNC(=O)C(NS(=O)(=O)c1ccc2c(c1)c(=O)n(C)c(=O)n2C)c1ccccc1 (centres undefined)
  A: -4 | B: 109 | C: 109 | D: 2 | E: -0.7 | F: 9 | G: 1 | H: -3 | I: 3

Structure: Cc1[nH]c(=O)[nH]c(=O)c1S(=O)(=O)N1CCN(c2cccc(Cl)c2)CC1
  A: 9 | B: 101 | C: 101 | D: 1 | E: 0.4 | F: -1 | G: 1 | H: 2 | I: 4

Structure: O=C(Nc1nnc(-c2ccncc2)o1)c1ccc2ccccc2c1
  A: 23 | B: 99 | C: 101 | D: 6 | E: -1.2 | F: 11 | G: 1 | H: -9 | I: 7

Structure: CCCC(=O)Nc1ccc(C(=O)Nc2nc(CC(=O)OCC)cs2)cc1
  A: 56* | B: 94 | C: 99 | D: 4 | E: -0.2 | F: -7 | G: 1 | H: -3 | I: -4

Structure: OC(COc1ccc(Br)cc1)Cn1ccnc1 (centres undefined)
  A: -7 | B: 109 | C: 107 | D: -1 | E: 0.6 | F: 8 | G: 3 | H: 1 | I: 5

Structure: CCOc1ccc(C)cc1S(=O)(=O)Nc1ccc(Cl)cn1
  A: 5 | B: 100 | C: 101 | D: 8 | E: 0.0 | F: 1 | G: 2 | H: -1 | I: -5

Structure: C/C(=N/NC(=O)Cc1cccc2ccccc12)c1cccs1
  A: 0 | B: 108 | C: 113 | D: -7 | E: -1.7 | F: 0 | G: 0 | H: 4 | I: 1

Structure: COc1ccc(OC)c(NC(=O)CSc2nnc3ccc(-c4ccccn4)nn23)c1
  A: -6 | B: 103 | C: 110 | D: -5 | E: 1.6 | F: -4 | G: 0 | H: 3 | I: -2

Structure: CC(=O)c1ccccc1OCCCN1CCCCC1
  A: -2 | B: 115 | C: 112 | D: 5 | E: -2.9 | F: 8 | G: 0 | H: 1 | I: 9

Structure: Cc1oc2c(CN3CCCCC3C)c(O)ccc2c(=O)c1-c1ccc(Br)cc1 (centres undefined)
  A: 8 | B: 113 | C: 116 | D: . | E: 0.2 | F: . | G: 1 | H: . | I: .

Structure: NS(=O)(=O)c1ccc(-n2nncc2-c2ccco2)cc1
  A: 9 | B: 89 | C: 87 | D: -2 | E: -0.1 | F: 5 | G: 3 | H: 5 | I: 2

Structure: N#Cc1c(C(F)(F)F)cc(-c2cccc(Cl)c2)[nH]c1=O
  A: -2 | B: 106 | C: 100 | D: -3 | E: 2.0 | F: 7 | G: 2 | H: 1 | I: 12

Structure: CCOC(=O)c1cc(C)n(Cc2ccc(OCC)c(OC)c2)c1C
  A: 5 | B: 104 | C: 101 | D: 5 | E: -3.5 | F: -1 | G: 0 | H: 2 | I: -1
